# Rpn11 inh = blocks the human proteasome subunit Rpn11; human 26S proteasome, Ub4-pepOG fluorescence polarization; 20S core pre-blocked with epoxomicin; calls only at 20 µM; 0.59% of 360,000 active; AID 588493;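 active means inhibition at 20 µM, scaled to each plate's controls, above about 33%, limit read from the data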
# Rin1-Abl PPI inh = human Rin1-Abl interaction inhibition | P00519+Q13671 | TR-FRET Rin1/Abl binding, biochemical | inhibition, % at 7.35 µM | 0.4% of 360,000 active | AID 588664; in the data active means inhibition above about 5%, passing the limit was not always enough
# PABP1 MLLE inh = blocks PAM2 peptide binding to the PABP1 MLLE domain. P11940. GST-MLLE / FITC-PAM2 fluorescence polarization. inhibition, % at 20 µM. 0.36% of 360,000 active; in the data active means inhibition above about 35%, passing the limit was not always enough;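 further: plate controls were DMSO wells with GST-MLLE for no effect and wells lacking GST-MLLE protein for full effect; some results filed as inactive read as strong as hits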
# Target sequence (P11940 whole entry, looked up, the tested form may be a part): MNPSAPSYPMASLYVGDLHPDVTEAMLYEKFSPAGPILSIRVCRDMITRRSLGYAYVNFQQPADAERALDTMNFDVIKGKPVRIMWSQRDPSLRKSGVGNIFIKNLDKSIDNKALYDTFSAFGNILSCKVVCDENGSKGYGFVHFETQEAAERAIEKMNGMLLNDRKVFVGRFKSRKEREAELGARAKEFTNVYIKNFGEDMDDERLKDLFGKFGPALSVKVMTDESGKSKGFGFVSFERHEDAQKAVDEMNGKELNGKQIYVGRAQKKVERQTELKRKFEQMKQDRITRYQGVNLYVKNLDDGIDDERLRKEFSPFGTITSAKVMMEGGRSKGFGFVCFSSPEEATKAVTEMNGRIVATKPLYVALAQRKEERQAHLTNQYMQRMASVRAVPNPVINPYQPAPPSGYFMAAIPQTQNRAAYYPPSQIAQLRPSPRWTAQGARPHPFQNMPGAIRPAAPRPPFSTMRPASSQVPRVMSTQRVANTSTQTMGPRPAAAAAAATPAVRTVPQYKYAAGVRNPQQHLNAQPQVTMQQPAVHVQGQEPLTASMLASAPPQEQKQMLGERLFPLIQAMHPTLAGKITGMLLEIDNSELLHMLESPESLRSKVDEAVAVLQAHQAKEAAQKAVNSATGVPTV
# NadD inh = inhibitors of Staphylococcus aureus NadD; purified NadD enzyme, colorimetric absorbance read-out; inhibition, % at 20 µM; 0.78% of 360,000 active; AID 602399; in the data active means inhibition above about 26%; further: some compounds past the cut are filed as inactive
# CSN inh = inhibitors of human CSN-mediated cullin deneddylation | 0.38% of 360,000 active | inhibition, % at 12.5 µM | Purified CSN, SCF-Nedd8-OG deneddylation, fluorescence polarization | Q92905;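 active means pattern-corrected inhibition above about 35%, with an unprinted fluorescence ratio check between 0.5 and 1.5, limit read from the data, passing the limit was not always enough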;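 further: 0% = enzyme with substrate and 100% = substrate without enzyme; some results filed as inactive read as strong as hits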
# Target sequence (Q92905 whole entry, looked up, one chain of several): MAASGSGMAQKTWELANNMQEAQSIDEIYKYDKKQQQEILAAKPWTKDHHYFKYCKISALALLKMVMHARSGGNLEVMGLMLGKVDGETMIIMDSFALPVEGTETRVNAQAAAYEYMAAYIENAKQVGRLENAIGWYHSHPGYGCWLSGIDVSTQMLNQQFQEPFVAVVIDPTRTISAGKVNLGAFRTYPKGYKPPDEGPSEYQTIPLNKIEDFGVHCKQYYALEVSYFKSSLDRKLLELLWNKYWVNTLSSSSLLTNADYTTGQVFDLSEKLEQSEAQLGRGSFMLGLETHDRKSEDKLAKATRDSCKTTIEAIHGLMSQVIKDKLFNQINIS
#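 test system = HEK293T-derived human Csn5 enzyme | amount = 0.24 nM Csn5 enzyme, final concentration | medium = Tris/NaCl/DTT buffer, pH 7.5 | schedule = 90 min reaction at room temperature | signal = FP | evaluation = inhibition of Csn5 cleavage, % | compound dosing = single dose of 12.5 µM compound with 0.25% DMSO | probe or stimulus = 10 nM SCFSkp2-Nedd8OG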
# Neddylation inh = blocks human cullin neddylation | P61081+Q13564 | TR-FRET cullin neddylation, biochemical | calls only at 25 µM | 0.58% of 360,000 active | AID 651699; in the data active means inhibition above about 36%
# MT1-MMP act inh = MT1-MMP (human) activation inhibition | P50281 | HT1080 RFP-PRO-GFP cells, GFP/RFP ratio fluorescence, overnight; percent of plate control window, DMSO zero | GFP/RFP ratio change, % at 20 µM | 0.061% of 360,000 active | AID 651647;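 active means GFP/RFP ratio change of at least 30% with cell ATP level not reduced by more than half and red fluorescence within 50% of control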; further: strong numbers were not always called active
#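 Assay system: RFP-PRO-GFP reporter HT1080 cells; read-out basis: GFP/RFP fluorescence ratio; benchmarks: DMSO wells and RFP-L50D-GFP cells; doses: 20 µM single dose, 1% DMSO; schedule: overnight cell settling, then overnight compound exposure, 37 °C, 5% CO2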
# SKN-1 block = inhibitors of C. elegans SKN-1; C. elegans VP596 Pgst-4::GFP/RFP ratio, acrylamide-induced, 24 h; inhibition, % at 21.8 µM; AID 624304; 0.49% of 360,000 active;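 active means interference check ratio from 0.5 to 1.5 plus GFP to RFP signal ratio inhibition reaching or exceeding a fixed threshold, cut at about 30% in these data, passing the limit was not always enough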; further: some compounds called inactive have numbers as strong as hits
# FAS TE block = inhibitors of human fatty acid synthase thioesterase domain. recombinant FAS-TE, OMFH fluorogenic substrate, fluorescence endpoint. P49327. inhibition, % at 15 µM. 0.67% of 360,000 active;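 active means compounds whose normalised, plate-corrected inhibition of enzyme fluorescence in the single-dose primary screen is 50% or more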;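 further: 0% = DMSO with enzyme and 100% = substrate without enzyme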
# * marks the source's active call; other numbers are inactive results; i = inactive; . = not tested or not shown.
nr	mol	Rpn11 inh	Rin1-Abl PPI inh	PABP1 MLLE inh	NadD inh	CSN inh	Neddylation inh	MT1-MMP act inh	SKN-1 block	FAS TE block
1	O=C(CSc1nnc(-c2cccc(F)c2)o1)Nc1nncs1	i	0	5	-4	0	i	1	-2	-1
2	COc1cc(C)c(C)cc1S(=O)(=O)N1CCCCC1c1cccnc1 (configuration not stated)	i	-5	3	3	2	i	2	11	0
3	S=C(NCc1ccccc1)Nc1cccc2cnccc12	i	-6	12	-6	3	i	-11	20	-1
4	CC(=O)NC(c1ccccc1)c1nc(-c2ccccc2)cs1 (configuration not stated)	i	-4	6	0	2	i	0	4	-3
5	C/C(=N/NC(=O)CCC(=O)Nc1cccc(Cl)c1)c1ccc(C)cc1	i	3	-4	-8	1	i	-5	8	-4
6	CCOC(=O)c1c(C)[nH]c(C)c1S(=O)(=O)N1CCCCC1	i	5	4	3	0	i	0	-1	-6
7	C[N+](C)(CC#Cc1ccccc1)CC(=O)c1ccc(Cl)cc1	i	2	-8	-1	0	i	0	5	-3
8	CCCS(=O)(=O)NC(=O)C1(C)CCCN(C(=O)COc2ccccc2)C1 (configuration not stated)	i	-4	4	5	1	i	17	18	-1
9	N#CCCN(C(=O)COC(=O)COc1ccccc1Cc1ccccc1)c1ccccc1	i	0	1	-2	3	i	-2	-1	34
10	OCC1(Cc2ccc(F)cc2)CCCN(CCCC(F)(F)F)C1 (configuration not stated)	i	0	10	1	0	i	5	-20	-4
11	Cc1cccc(-c2noc(CNS(=O)(=O)c3ccccc3)n2)c1	i	2	0	-6	1	i	-5	8	6
12	O=C(/C=C/c1ccccc1)NC(NC(=S)Nc1cc(Cl)ccc1Cl)C(Cl)(Cl)Cl (configuration not stated)	i	-4	14	0	-3	i	-4	5	2
13	CN(CC(=O)Nc1cccc(F)c1)CC(=O)N1CCCCC1	i	-1	-7	2	0	i	-3	-6	0
14	S=C1NC[C@H](c2ccccc2)N1CCCCC1CCCCC1	i	0	-81	10	5	i	8	6	-50
15	Cc1cc([N+](=O)[O-])nn1CCCC(=O)Nc1sc2c(c1C(N)=O)CCCC2	i	2	33	-1	-1	i	7	-6	-2
16	C=CC[C@H](CC(=O)N(CCO)Cc1ccccc1)C(=O)NCCOC(=O)[C@@H](CC=C)CC(=O)OC(C)(C)C	i	0	0	-8	-2	i	1	17	-8
17	Cc1cccc(N(C(=O)CNC(=O)c2ccco2)C(C(=O)NC2CCCC2)c2cccnc2)c1C (configuration not stated)	i	0	-1	1	2	i	0	-4	-4
18	COC(=O)c1ccc(CNC(=O)c2ccc(OC)c(S(=O)(=O)NC3CCCC3)c2)cc1	i	4	7	-6	0	i	3	11	4
19	Cc1oc2ccc(NS(=O)(=O)c3ccc(C(C)(C)C)cc3)cc2c1C(=O)Nc1ccccc1	i	1	2	33*	0	i	-5	-18	25
20	CC(=O)Nc1ccc(C(=O)Nc2cccc(S(=O)(=O)NC3=NCCC3)c2)cc1	i	-4	-55	8	-3	i	-13	19	-2
21	CCOC(=O)CCC(=O)Nc1cc(S(=O)(=O)N2CCOCC2)ccc1N1CCCCC1	i	1	11	9	-6	i	.	6	-6
22	COc1ccc(/C=C(\NC(=O)c2ccc(OC)cc2)C(=O)Nc2cccc(C(=O)O)c2)cc1	i	0	5	4	2	i	0	6	0
23	CC(C)OC(=O)c1cc(C(=O)c2cc(Cl)ccc2O)coc1=N	i	1	-25	1	-2	i	-12	1	-2
24	O=C(CSc1nnc2ccccn12)NC(=O)c1ccccc1	i	5	24	-4	0	i	3	12	-10
25	CN(Cc1ccccc1Br)C(=O)CSc1nnnn1C1CC1	i	1	-13	-4	-3	i	-2	11	-1
26	CCN(CC)C(=O)c1ccc(-c2ccccc2)cc1	i	2	12	0	-13	i	0	15	-9
27	O=C(COC(=O)c1ccncc1)NCc1ccccc1	i	-2	-12	1	5	i	10	8	-4
28	CCN(CC)c1ccc(NC(=O)COc2ccccc2C)cc1S(=O)(=O)Nc1ccccc1OC	i	-1	32	-2	2	i	-10	6	30
29	Fc1cccc(F)c1/C=N/Nc1ccccn1	i	-5	10	-2	2	i	-2	1	-3
30	Cc1ccc(NC(=O)CSc2nnc([C@H](C)NC(=O)OC(C)(C)C)o2)c(C)c1	i	-4	6	-4	0	i	0	16	-2

# Complete entries from above. Order of values: Rpn11 inh, Rin1-Abl PPI inh, PABP1 MLLE inh, NadD inh, CSN inh, Neddylation inh, MT1-MMP act inh, SKN-1 block, FAS TE block
# Profile of CC(C)OC(=O)c1cc(C(=O)c2cc(Cl)ccc2O)coc1=N = i, 1, -25, 1, -2, i, -12, 1, -2
# Profile of CC(=O)Nc1ccc(C(=O)Nc2cccc(S(=O)(=O)NC3=NCCC3)c2)cc1 = i, -4, -55, 8, -3, i, -13, 19, -2
# Profile of CCN(CC)C(=O)c1ccc(-c2ccccc2)cc1 = i, 2, 12, 0, -13, i, 0, 15, -9
# Profile of CN(Cc1ccccc1Br)C(=O)CSc1nnnn1C1CC1 = i, 1, -13, -4, -3, i, -2, 11, -1

# Other compounds:
nr	mol	Rpn11 inh	Rin1-Abl PPI inh	PABP1 MLLE inh	NadD inh	CSN inh	Neddylation inh	MT1-MMP act inh	SKN-1 block	FAS TE block
31	Cc1cc(OC(C)C(=O)NCc2cccnc2)c2c(C)c(C)c(=O)oc2c1 (configuration not stated)	i	0	11	-1	-1	.	-3	-5	0
32	CC1Cc2ccccc2N1C(=O)c1ccc(N2CCCC2)c([N+](=O)[O-])c1 (configuration not stated)	i	2	7	-1	8	i	3	8	34
33	Cc1nnc(SCc2nnc(-c3ccccc3)o2)n(N)c1=O	i	1	3	-1	2	i	-3	-20	-9
34	Cc1cc(C(=O)NCCc2ccc(Cl)cc2)no1	i	-2	-4	-11	-4	i	-5	7	0
35	NS(=O)(=O)c1ccc(NC(=S)N2CCc3ccccc32)cc1	i	3	-61	-4	0	i	1	6	-6
36	O=C(COC(=O)COc1ccc(Br)cc1)NCCC1=CCCCC1	i	1	-8	0	4	i	7	7	-5
37	Nc1cc(=O)[nH]c(SCC(=O)Nc2ccccc2-c2ccccc2)n1	i	1	14	0	-6	i	2	-15	-4
38	COCCN1Cc2cccc(C(=O)Nc3ccc(S(=O)(=O)N4CCOCC4)cc3)c2C1=O	i	1	11	0	-2	i	2	-8	50
39	COc1ccc(/C=C/C(=O)c2ccc(O)cc2)cc1COc1ccc(F)cc1	i	2	-7	5	1	i	-1	6	21
40	N#Cc1ccc(-c2cccnc2)nc1SCC(=O)c1ccccc1	.	-2	-61	-5	30	i	-136	58	48
41	CC1CN(C(=O)COC(=O)c2ccc(Cl)c(N)c2)CC(C)O1 (configuration not stated)	i	0	7	-5	4	i	-3	-18	-7
42	Cn1cc(S(=O)(=O)NCc2ccco2)c(=O)n(C)c1=O	i	5	10	2	3	i	-4	14	-4
43	CC(C)Cn1c(N)c(C(=O)COC(=O)C2CC(=O)N(c3ccc4c(c3)OCCO4)C2)c(=O)n(C)c1=O (configuration not stated)	i	3	-1	-2	6	i	2	11	-1
44	O=C(NCCN1C(=O)C2C3C=CC(C3)C2C1=O)N1CCOCC1 (configuration not stated)	i	-2	-7	-1	-4	i	-2	3	-8
45	CC1CN(CCOc2ccc(F)cc2)CC(C)O1 (configuration not stated)	i	-2	4	-5	4	i	-1	8	-4
46	NC(=O)c1ccc(NC(=O)COC(=O)CCN=C2NS(=O)(=O)c3ccccc32)cc1	i	1	16	-3	6	i	0	5	-5
47	CCCC[C@@H]1CNC(=O)C(=O)N1CCc1cccc(F)c1	.	.	.	0	8	i	8	13	-7
48	C#CCOCCOCCOCCNc1nc(N2CCOCC2)nc(N2CCN(C(=O)[C@H](CCCCN)n3cc([C@@H](N)CC(C)C)nn3)CC2)n1	i	3	0	-10	-2	i	-1	-11	-12
49	CCc1cc2cc(C)ccc2nc1SCC(=O)NNC(=O)c1ccco1	i	-1	-5	4	3	i	-2	15	-1
50	COc1ccc(S(=O)(=O)N2CCC(C(=O)N3CCOCC3)CC2)cc1Cl	i	-4	-9	-3	2	i	2	-5	-3
51	O=C(c1coc2ccc(O)c(CN3CCOCC3)c12)C1CC1	i	0	7	-4	2	i	2	6	-4
52	CCC(=O)N(Cc1cccs1)C1CCOC(C)(C)C1 (configuration not stated)	i	1	-3	-3	-3	i	3	-11	-10
53	Fc1ccc2c(c1)c1n[nH]c(=S)nc1n2CCc1ccccc1	i	-3	40*	13	-1	i	0	-5	9
54	CC(=O)c1c(O)cc(C)n(-c2ccc(F)cc2)c1=O	i	-1	-3	3	0	i	4	4	-9
55	C#CCOCCOCCOCCNc1nc(N2CCN(C(=O)C([C@@H](C)O)n3cc([C@@H](N)CCCCN)nn3)CC2)nc(N2CCN(C(=O)[C@H](CCC(=O)O)n3cc([C@@H](N)CCCCN)nn3)CC2)n1 (some centres not stated)	i	3	-3	0	-3	i	3	1	-14
56	COc1ccccc1-n1c(SCC(=O)NC(C)(C)C)nc(O)c(Cc2ccccc2)c1=O	i	-1	24	8	3	i	6	0	-9
57	CC1(C)CC(OC(=O)c2ccco2)CC(C)(C)N1O	i	-2	17	-1	1	i	0	10	-3
58	CCc1sc(C(=O)N(CCOC)c2c(N)n(Cc3ccccc3)c(=O)[nH]c2=O)cc1C	i	-2	-67	0	4	i	-3	2	-6
59	Cc1cc(N2C(=O)C(=O)/C(=C(/O)c3ccc(F)cc3)C2c2ccc(F)cc2)no1 (configuration not stated)	i	-2	-2	6	3	i	4	-22	-10
60	N/C(=N\OC(=O)c1ccc(Cl)cc1)c1nonc1N	i	-3	-1	-2	2	i	3	12	-2
61	O=C1c2ccccc2CCC12N=NCC2c1ccc(Cl)cc1 (configuration not stated)	i	4	-1	7	3	i	-3	16	15
62	Cc1ccc(CN2CCN(/N=C/c3ccc(N(C)C)cc3)CC2)cc1	i	-2	6	-3	0	i	3	6	7
63	Clc1ccccc1-c1nnc2n1CCCCC2	i	0	12	-7	0	i	0	4	-3
64	O=C(CCc1nc2ccccc2s1)N1CCN(S(=O)(=O)c2cccs2)CC1	i	1	25	-4	3	i	-3	-4	0
65	COc1ccc(C=O)cc1C1=CC(=O)C[C@H](c2ccc(Cl)cc2)C1	i	2	-1	3	0	i	2	-14	36
66	CCOC(=O)c1cnc2c(-c3ccccc3)c(-c3ccccc3)nn2c1C	i	-2	2	-8	-3	i	2	0	18
67	COc1ccc(OC)c(/C=C(\C)C(=O)c2c(C)cc(C)[nH]c2=O)c1	i	-3	-4	-7	1	i	-1	11	-2
68	CN(C)c1ccc(/C=C/c2cc[n+](C)cc2)cc1	.	-27	-154	6	51*	i	-67	78	-12
69	CC(C)C(=O)Nc1ccc(C(=O)Nc2nnc(C(C)(C)C)s2)cc1	i	4	5	1	-11	i	4	5	-1
70	CC(O)(c1cccnc1)c1nc(-c2ccc3ccccc3c2)cs1 (configuration not stated)	i	-4	7	0	-4	i	-4	33	9
71	Cc1ccc[n+](-c2[nH]c(=O)sc2/C=N/N=C(\[O-])CCn2c3ccccc3c3ccccc32)c1	i	-5	14	7	10	i	5	-8	-1
72	COC(=O)Cn1c(O)c(N=NC(=O)OC)c2ccccc21	i	-2	-2	-1	2	i	-1	-16	-8

# Source: PubChem BioAssay

# Outcome played no part in choosing rows; any-hit rate near 3.9%.
